GPR151 activ: activators of human GPR151, primary screen, cell-based, PathHunter beta-arrestin, luminescence | activation, % at 11.2 µM | 650,000 compounds, 1% hits | G-protein coupled receptor 151 (Homo sapiens), Q8TDV0 | PathHunter beta-arrestin GPR151 cells; in the data active means activation above about 4.9%;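 further: 0% = median of compound wells and 100% = cells with positive control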
Target sequence (Q8TDV0 whole entry, looked up): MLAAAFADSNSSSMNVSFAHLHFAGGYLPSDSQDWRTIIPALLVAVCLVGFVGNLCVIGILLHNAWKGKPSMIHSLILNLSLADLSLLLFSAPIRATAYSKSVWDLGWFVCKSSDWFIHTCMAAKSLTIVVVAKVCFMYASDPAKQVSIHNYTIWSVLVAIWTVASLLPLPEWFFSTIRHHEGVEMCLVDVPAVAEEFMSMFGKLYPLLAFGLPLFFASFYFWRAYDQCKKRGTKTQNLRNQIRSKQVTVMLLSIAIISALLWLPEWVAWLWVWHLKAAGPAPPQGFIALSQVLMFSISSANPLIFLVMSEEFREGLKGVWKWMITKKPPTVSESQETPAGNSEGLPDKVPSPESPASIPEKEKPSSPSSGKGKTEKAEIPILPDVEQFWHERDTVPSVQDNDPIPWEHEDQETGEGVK
TEAD-YAP block: TEAD-YAP interaction inhibition, primary screen, TEAD-YAP interaction inhibitor project, luminescence, HEK-TIYL cells | TEAD-Gal4/YAP UAS-luciferase luminescence | inhibition, % at 9.12 µM | 640,000 compounds, 1.4% hits; in the data active means inhibition above about 32%;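 further: 0% = median of test compound wells and 100% = reference inhibitor wells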
MITF primary: MITF inhibitors, primary screen, biochemical, AlphaScreen, human | Microphthalmia-associated transcription factor (Homo sapiens), O75030 | inhibition, % at 2.6 µM | AID 1259374, 2018 | AlphaScreen MITF homodimerization, bead proximity signal | 650,000 compounds, 0.91% hits; in the data active means inhibition above about 50%;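 further: 0% = vehicle wells with protein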
Target sequence (O75030 whole entry, looked up): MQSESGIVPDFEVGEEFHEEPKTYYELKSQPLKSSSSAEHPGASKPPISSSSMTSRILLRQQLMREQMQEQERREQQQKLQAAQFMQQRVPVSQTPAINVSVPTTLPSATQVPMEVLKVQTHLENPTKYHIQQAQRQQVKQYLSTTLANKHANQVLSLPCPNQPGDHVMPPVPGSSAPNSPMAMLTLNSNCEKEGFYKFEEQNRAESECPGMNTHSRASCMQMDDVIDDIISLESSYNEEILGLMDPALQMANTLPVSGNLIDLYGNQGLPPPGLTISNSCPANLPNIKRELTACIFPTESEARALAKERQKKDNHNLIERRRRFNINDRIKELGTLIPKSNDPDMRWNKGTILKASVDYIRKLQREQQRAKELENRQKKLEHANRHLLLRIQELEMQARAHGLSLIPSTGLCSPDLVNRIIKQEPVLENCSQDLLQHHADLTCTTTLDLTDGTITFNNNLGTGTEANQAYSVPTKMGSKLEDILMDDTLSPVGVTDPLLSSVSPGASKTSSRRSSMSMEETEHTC
FBW7 activator: FBW7 E3 ligase activators, primary screen, biochemical, AlphaScreen, human | AlphaScreen FBW7–phospho-cyclin E peptide binding, activator screen | normalized activity (activation), % at 26.1 µM | 650,000 compounds, 0.13% hits | AID 1259310, 2017; in the data active means normalized activity above about 1.9%;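 further: purified mutant Fbw7 with reduced substrate affinity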
* hit, by the source's call.

| SMILES | GPR151 activ | TEAD-YAP block | MITF primary | FBW7 activator |
| --- | --- | --- | --- | --- |
| Cc1cccnc1-c1cccc2c1OC(CNC(=O)Cc1nc(-c3ccccc3)n[nH]1)C2 (stereo not drawn) | 0.3 | 10.0 | 2.5 | -0.1 |
| O=C(Cc1ccc(Cl)cc1)NCCc1ccc(N2CCCC2)cc1 | 1.3 | 4.7 | 14.9 | -0.4 |
| N#CCCN(CCC#N)C(=O)COc1ccc(Cl)cc1Cl | 1.7 | -3.8 | 9.4 | -0.1 |
| NNC(=O)/C=C/c1ccc(-c2ccc(F)cc2)o1 | 0.5 | 2.2 | 13.5 | 0.1 |
| O=C(CN(CC(=O)NCc1ccccc1Cl)c1nc2ccccc2s1)NCc1ccccc1Cl | -1.5 | 6.4 | 17.5 | -0.1 |
| Cc1cccc(-n2nnc(C(=O)Nc3ccc(F)cc3)c2N)c1 | -1.4 | -78.4 | 0.9 | 0.3 |
| COc1ccc(C(=O)O/N=C(\N)c2ccc(Cl)cc2)cc1OC | 1.1 | -30.1 | 1.3 | -0.1 |
| CCN1CNC(=S)N(c2cccc(C)c2)C1 | -1.4 | 2.9 | -0.3 | -0.1 |
| CCN(C(=O)CC(C)C)c1nnc(Cn2nnc3ccccc32)s1 | -0.6 | 8.0 | -1.8 | 0.3 |
| CCn1cc(C(=O)N2CCC3(CC2)Nc2ccccc2-n2cccc23)cn1 | 0.1 | 4.7 | 0.1 | -0.3 |
| Cn1ncc2c(Nc3ccc(F)cc3)nc(NCCN3CCOCC3)nc21 | 0.3 | 5.8 | 6.0 | 0.1 |
| COC(=O)c1ccc(COC(=O)Cc2ccccc2[N+](=O)[O-])o1 | -0.2 | -9.5 | -12.9 | 0.0 |
| COc1ccc(CCn2c(C)c(C(C)=O)c3cc(OC(=O)/C=C/c4ccccc4)ccc32)cc1OC | -0.2 | 7.4 | 6.1 | 0.3 |
| CC(C)Cn1c(/C=C(/OC(=O)c2ccc(F)cc2)c2ccc(F)cc2)nc2ccccc21 | 0.3 | 8.2 | -0.1 | 0.0 |
| COC(=O)C1=C(C)NC(=S)NC1c1cccc(OC)c1OC (stereo not drawn) | 0.4 | -2.6 | 2.6 | -0.1 |
| C=CCNC(=O)Cn1c(=O)[nH]c2ccccc2c1=O | -0.6 | -16.7 | 3.2 | 0.3 |
| NNC(=O)c1ccc(Cn2cc([N+](=O)[O-])cn2)o1 | 0.5 | -25.2 | 6.3 | 0.1 |
| O=C(Nc1cccnc1Cl)c1cc(-c2ccco2)on1 | -0.2 | -47.6 | -6.1 | -0.1 |
| CCOc1ccc(NC(=O)Cn2cncc(C)c2=O)cc1 | 1.8 | 19.1 | 5.9 | 0.1 |
| COc1nc(/C(N)=N\O)nc(N2CCCCC2)n1 | -0.6 | -13.5 | 4.6 | -0.2 |
| COc1ccc(C2C(C#N)=C(N)Oc3n[nH]c(C)c32)cc1COc1cccc(Cl)c1 (stereo not drawn) | -1.9 | 0.1 | 3.3 | 0.2 |
| CCOC(=O)c1nn(CCC#N)c2c1CC/C2=C/c1ccccc1 | -0.8 | -3.8 | -0.6 | -0.2 |
| COc1cc(OC)cc(C(=O)N2CCC(C(=O)Nc3ccc4c(c3)OCCO4)CC2)c1 | -0.4 | 4.3 | -31.4 | 0.0 |
| C=CCn1c(=O)n(CC=C)c(=O)n(CC(=O)Nc2cc(OC)ccc2OC)c1=O | 0.5 | -8.4 | 13.7 | 0.0 |
| Cn1cc(S(=O)(=O)NCc2ccccn2)c(=O)n(C)c1=O | 1.4 | -0.4 | 4.5 | -0.1 |
| O=C(Nc1ccc(N2CCOCC2)cc1)c1ccc(-c2ccccc2)cc1 | 2.8 | -11.1 | -0.6 | -0.1 |
| CCOC(=O)c1sc2nc(SCC(=O)Nc3ccc(N(C)C)cc3)n(CCC3=CCCCC3)c(=O)c2c1C | -0.9 | 6.9 | 16.9 | 0.4 |
| Cc1ccc(NC(=O)CSc2ccnc(=O)[nH]2)cc1 | -0.7 | -7.6 | -11.3 | 0.2 |
| CCOC(=O)c1sc2nc(SCC(=O)NCc3ccco3)n(CCC3=CCCCC3)c(=O)c2c1C | 0.1 | 8.9 | -10.2 | -0.1 |
| O=C(Nc1ccc(C(=O)N2CCCCC2)cc1)c1ccccc1I | 1.5 | -6.2 | -11.4 | -0.3 |
| COC(=O)[C@@H]1C[C@H](NC(=O)c2ccccc2OC)CN1Cc1ccc(SC)cc1 | 0.0 | -13.1 | -57.8 | 0.0 |
| O=C(O)CCc1ccc2c(c1)/C(=N/O)CC2 | 0.4 | -0.9 | 1.0 | 0.0 |
| CCCn1c(C)cn2c3c(=O)n(CC)c(=O)n(C)c3nc12 | 0.0 | 8.8 | -3.7 | 0.7 |
| COc1ccc(/C=C/c2n[nH]c(=O)c(C#N)c2C)cc1 | 0.7 | -0.5 | 1.3 | 0.0 |
| O=C(Nc1ccc(Cl)c([N+](=O)[O-])c1)c1ccccc1F | -0.5 | -14.8 | 23.4 | 0.7 |
| Oc1ccc(/C=N/n2c(-c3ccccc3)n[nH]c2=S)cc1 | -1.3 | 11.3 | 1.2 | 0.3 |
| Cc1cc(C)nc(NS(=O)(=O)c2ccc(NC(=O)CCSc3ccccc3)cc2)n1 | -0.4 | -9.5 | -12.4 | 0.1 |
| O=C(O)COc1c(Cl)cc(C2C3=C(CCCC3=O)NC3=C2C(=O)CCC3)cc1Cl | -0.7 | -2.2 | 11.9 | 0.6 |
| CN1[C@@H](C(=O)N2CC3(C)CC2CC(C)(C)C3)C[C@@H](c2ccc(F)cc2)NS1(=O)=O (stereo partly drawn) | -0.5 | 9.2 | 1.3 | -0.2 |
| O=C(CSc1nnc(CN2CCCC2)o1)NC12CC3CC(CC(C3)C1)C2 | 1.6 | -1.6 | 6.5 | -0.1 |
| O=C(c1cccc(Br)c1)N1CCN(c2ccccn2)CC1 | 0.3 | 3.8 | 3.9 | 0.0 |
| COc1cc(C2C(C#N)=C(N)Oc3c2c(C)nn3-c2ccccc2)cc([N+](=O)[O-])c1O (stereo not drawn) | -0.4 | -0.6 | 0.0 | -1.4 |
| Oc1[nH]c2ccccc2c1C=Nc1ccc2c(c1)OCCO2 | -2.5 | -27.8 | 9.1 | -0.1 |
| O=C(Nc1ccccc1C(F)(F)F)N1CCc2nc(N3CCOCC3)[nH]c(=O)c2C1 | 1.3 | 0.1 | 6.7 | 0.1 |
| CC(C)N(C(=O)Cn1cc(SCC(=O)N2CCOCC2)c2ccccc21)C(C)C | -1.4 | -10.6 | -2.1 | -0.1 |
| NC(=O)C1CC(=O)N(c2ccc(OCc3ccc(Cl)cc3)cc2)C1 (stereo not drawn) | -0.1 | -64.8 | -6.0 | 0.0 |
| CCCC(=O)NC1CC2(CCCCC2)Oc2ccccc21 (stereo not drawn) | -0.1 | -17.9 | 44.1 | 1.3 |
| CCc1ccc(NC(=O)c2ccc(F)c(S(=O)(=O)N3CCC(C(N)=O)CC3)c2)cc1 | -0.3 | -0.8 | 3.4 | 0.0 |
| CCN1CCN(CC(O)COCCOc2cccc(OC)c2)CC1 (stereo not drawn) | -1.4 | -3.9 | 6.3 | 0.0 |
| COc1cc(OC)cc(C(=O)Nc2c3c(nn2-c2ccc(Oc4ccccc4)cc2)CSC3)c1 | -1.2 | -3.1 | 17.0 | 0.3 |
| COc1ccc(C(=O)/C=C\Nc2ccc(S(=O)(=O)Nc3onc(C)c3C)cc2)cc1 | 3.0 | -28.5 | -7.2 | -0.4 |
| COc1cccc(C(=O)N2CCN(C3CCCC3)CC2)c1 | -0.9 | 8.5 | 24.4 | 0.0 |
| Cc1ccc(CSCC(=O)Nc2ccccc2C(=O)O)cc1 | -4.3 | -19.9 | -20.8 | 0.1 |
| COc1cc(C(=O)NC2CCCCC2)ccc1OC(C)=O | 1.6 | -3.6 | -5.8 | -0.1 |
| O=C(O)CCCC(=O)N1CCC2(CC1)OCc1cc(-c3ccccc3)ccc1O2 | 1.6 | -19.2 | 10.8 | -0.3 |
| O=C(/C=C/c1c[nH]c2ccc(Br)cc12)c1ccncc1 | 1.1 | 7.4 | -3.1 | -0.1 |
| COc1ccc(C2CC(=O)C3=C(C2)NC(=O)CC3c2ccc(O)cc2)cc1 (stereo not drawn) | 1.4 | 1.0 | 14.6 | 0.8 |
| Cc1cccc(Nc2ccc(N3CCN(C(=O)CCc4ccccc4)CC3)nn2)n1 | 2.2 | -1.4 | -3.3 | 0.0 |
| COc1ccc2cc3cc(C(=O)N4CCN(c5ccccc5OC)CC4)oc3nc2c1 | 0.1 | -4.7 | -3.4 | -0.1 |
| Cc1ccccc1C(=O)NC(C)c1nnc2n1CCN(Cc1ccoc1)CC2 (stereo not drawn) | -0.8 | -0.7 | -1.6 | 0.0 |

(further entries)
| SMILES | GPR151 activ | TEAD-YAP block | MITF primary | FBW7 activator |
| --- | --- | --- | --- | --- |
| COc1ccc(-c2ccc(C)c(NS(=O)(=O)CCc3ccccc3)c2)nn1 | 0.4 | -22.6 | -16.1 | -0.1 |
| O=C(N/N=C/c1cc2c(cc1Br)OCO2)c1c[nH]c2ccccc12 | -2.1 | -39.6 | 22.4 | 0.1 |
| CCC(=O)c1ccc(OCC(=O)NNC(=O)c2cc(C)oc2C)cc1 | -1.1 | 2.3 | 14.2 | 0.3 |
| Cc1nn2c3ccccc3n(CC(=O)c3ccc(Cl)cc3)c2nc1=O | 0.1 | 1.9 | 9.1 | 0.1 |
| C=CCN1C(=O)/C(=c2\sc3n(c2=O)C(c2ccc(OC)cc2)C(C(=O)OCC)=C(C)N=3)c2ccccc21 (stereo not drawn) | -0.9 | 3.2 | 1.2 | -0.1 |
| COC(=O)CNC(=O)c1ccc2c(c1)S(=O)(=O)c1ccccc1C2=O | -0.6 | -14.3 | 13.8 | 0.6 |
| Nc1ccnc(Nc2ccc(C(F)(F)F)cc2)n1 | 1.6 | -25.6 | 9.1 | 0.2 |
| CC1=C(C(=O)OC(C)C)C(c2ccc(Cl)cc2)NC(=S)N1 (stereo not drawn) | -0.3 | 7.4 | 17.4 | 0.4 |
| CC(OC(=O)C1(c2cccc(F)c2)CCCC1)C(N)=O (stereo not drawn) | 1.2 | 2.0 | 9.6 | 0.1 |
| CCCN(CCC)CC(O)CN1C(=O)NC(C)(C)C1=O (stereo not drawn) | 0.7 | 6.0 | 3.0 | 0.0 |
| O=C(CN1C(=O)NC2(CCCCCC2)C1=O)Nc1cccc(I)c1 | 0.1 | -2.6 | 19.1 | 0.1 |
| Cc1cccnc1C1(O)CCN(C(=O)C2CC2)CC1 | -1.0 | -8.9 | 1.1 | -0.1 |
| O=C(CCCCCn1c(=S)[nH]c2cc3c(cc2c1=O)OCO3)NCCCN1CCCCCC1 | -0.1 | 1.0 | -5.5 | -0.3 |
| CNC(=O)[C@@H]1C[C@@H](NCc2cccc(OC)c2)CN1Cc1ccccc1Cl | -1.0 | -3.1 | -0.8 | -0.1 |
| O=C(COC(=O)c1ccccc1Br)NCc1ccco1 | -0.6 | -5.6 | 12.5 | -0.1 |
| CC(C)C(NC(=O)c1ccoc1)c1nnc2n1CCN(C(=O)c1ccnc(Cl)c1)CC2 (stereo not drawn) | -0.5 | 1.0 | 9.2 | 0.7 |
| CCN1CCN(CCOc2ccc3ccccc3c2Br)CC1 | 1.3 | -1.9 | 60.3* | -0.3 |
| CCC(=O)Nc1sc2c(c1C#N)CCCC2 | -0.3 | 0.0 | 0.9 | 0.0 |
| N#C/C(=C(/O)CN1CCCC1)c1nc(-c2ccccc2)cs1 | 0.6 | -54.0 | 5.8 | 0.4 |
| O=C(COC(=O)C1CC(=O)N(CCc2ccc(Cl)cc2)C1)c1ccc(Cl)cc1 (stereo not drawn) | 0.3 | -9.9 | -5.8 | -0.1 |
| CC(C)(C)Nc1nc(NC(C)(C)C)nc(-n2ccnc2)n1 | 1.7 | -11.0 | 3.8 | -0.1 |
| CCOC(=O)C1=C(C)NC(=S)NC1c1ccccc1OC(C)C (stereo not drawn) | 0.5 | -1.7 | 3.2 | 0.0 |
| Cn1c2ccccc2c2nnc(SCC(=O)N3CCCc4ccccc43)nc21 | -1.0 | 1.2 | 3.8 | 0.1 |
| COc1ccc(CCNc2nc(C)nc3sc4c(c23)CCCC4)cc1OC | 0.1 | -9.1 | 14.9 | 0.0 |
| N#CCCCN1C(=O)C(O)(CC(=O)c2ccccc2[N+](=O)[O-])c2ccccc21 (stereo not drawn) | 0.5 | -7.0 | -11.2 | 0.1 |
| O=C(N/N=C/c1ccccc1)C1COc2ccccc2O1 (stereo not drawn) | 2.7 | 37.3* | -0.3 | -0.1 |
| CCOC(=O)N1CCN(C(=O)c2ccc(OC)c(I)c2)CC1 | 1.4 | 8.3 | 10.8 | 0.0 |
| Cc1ccc(NC(=O)C2CCCN(c3ccc(-n4cccn4)nn3)C2)cc1F (stereo not drawn) | -1.6 | -4.3 | 20.1 | 0.1 |
| COc1cccc(/C(C)=N/NC(=O)C2CC2)c1 | -0.2 | -18.0 | 0.2 | -0.1 |
| CCOCCCNC(=S)Nc1cc(C)cc(C)c1 | -0.4 | 1.8 | 10.2 | 0.3 |

High-throughput results as filed in PubChem.
